# G9a inh – inhibitors of human histone lysine methyltransferase G9a | G9a H3K9 monomethylation, AlphaScreen, 2 h | Potency, µM (doses to about 102 µM), inactives show at the highest dose activity, negative = inhibition, hits mostly inhibitors | actives 8.8% (n = 350,000) | Q96KQ7 | AID 504332; also: potency is read from the fitted curve at half-maximal effect; % is scaled to controls: 0 for no effect and ±100 for the full control effect; nearly all actives have a fitted effect of over 75% in size
#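 G9a (20 nM) preincubated 15 min RT with compounds, then 500 nM biotinylated H3K9 peptide and 20 uM SAM added; 2 h RT reaction. Monomethyl-H3K9 product detected by AlphaScreen with anti-H3K9me1 antibody, streptavidin donor and anti-rabbit IgG acceptor beads.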
# PI4K2A inh – inhibitors of human PI4K2A. Q9BTU6. purified PI4K2A, ADP-Glo luminescence, 1 h; stronger effect = lower value. activity change, negative = inhibition, % at 76.9 µM. actives 0.13% (n = 420,000). AID 1346378; in the data active = activity change below about -50%; inconclusive = mostly about -30% to -49%;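 also: -100% = wells without enzyme as full effect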
#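 Compounds are screened against recombinant PI4K2A using PI as substrate and ATP, the latter dispensed at 300 microM. Reactions run one hour at ambient temperature before ADP-Glo detection; full inhibition defined by wells lacking enzyme.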
# Pin1 inh – human Pin1 inhibition | Q13526 | Pin1 FP peptide displacement, HiFluor488, 10 min | Potency, µM (doses to about 115 µM), for the others: at the highest dose activity, negative = inhibition, usual class: inhibitors | actives 0.009% (n = 390,000) | AID 504891; active = well fitted inhibition curve with a large enough effect in the polarisation, with a control signal flat, not every such curve was filed as active; inconclusive = small, poorly fitted or top-dose-only effect, or effect the other way, or a change in a side signal; inactive = no such curve, though single readings can be large or run the other way; the % refers to the polarisation; also: potency is read from the fitted curve at half-maximal effect; % is scaled to controls: 0 for no effect and ±100 for the full control effect
# HP1b binding inh – blocks HP1-beta chromodomain binding to methylated histone tails | Potency, µM (highest dose often 114 µM), inactives show top-dose activity change, negative = inhibition, hits mostly inhibitors | P83916 | actives 0.56% (n = 390,000) | AlphaScreen HP1-beta / biotin-H3K9me3 peptide binding; also: potency is read from the fitted curve at half-maximal effect; nearly all actives have a fitted effect of over 70% in size; inactives centre near 23
#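 HP1-beta protein (50 nM final) preincubated 30 min at room temperature with biotinylated H3(1-18)K9me3 peptide (50 nM) in PBS pH 7.4, 0.01% Tween-20, then compound added for 30 min. AlphaScreen streptavidin donor/nickel chelate acceptor beads (10 ug/mL final), 30 min dark, luminescence read.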
# Tb PGK inh – T. brucei PGK inhibition; P07378; PGK/GAPDH coupled, Kinase-Glo luminescence, 60 min; Potency, µM (top dose mostly 57.5 µM), without a hit: top-dose activity change, negative = inhibition, usual class: inhibitors; actives 0.043% (n = 380,000); AID 602233; also: potency is read from the fitted curve at half-maximal effect; % is scaled to controls: 0 for no effect and ±100 for the full control effect; nearly all actives have a fitted effect of over 60% in size
#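 Recombinant glycosomal PGK reaction used 1,3-bisphosphoglycerate generated in-well by GAPDH (100nM final) in 100mM TEA pH 7.6, 5mM MgCl2, 0.01% Tween-20. After 60 minutes at room temperature, ATP was read by Kinase-Glo Plus luminescence end-point.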
# POLH inh – blocks human DNA polymerase eta activity; recombinant Pol eta, fluorescent DNA replication assay; AID 588591; Q9Y253; Potency, µM (series often up to 114 µM), inactives show top-dose activity change, negative = inhibition, usual class: inhibitors; actives 1.2% (n = 390,000); also: potency is read from the fitted curve at half-maximal effect; % is scaled to controls: 0 for no effect and ±100 for the full control effect
#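 Fluorescent replication assay: 50 nM final substrate added after a 15 min room-temperature compound preincubation with 10 nM enzyme. Signal taken at 0 min and again at 10 min.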
# GLS inh – blocks human kidney-isoform glutaminase activity. O94925. GLS enzymatic activity, qHTS titration. Potency, µM (highest dose often 45.5 µM), without a hit: top-dose activity change, negative = inhibition, usual class: inhibitors. actives 0.21% (n = 410,000); also: potency is read from the fitted curve at half-maximal effect; % is scaled to controls: 0 for no effect and ±100 for the full control effect
#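 Compounds were pin-transferred onto hKGA, after which L-glutamine (1 mM solution) and a detection mix of glutamate oxidase, HRP and Amplex Red were added. Initial and 30 min RT fluorescence reads were collected.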
# JMJD2A Tudor – JMJD2A Tudor domain (human) inhibition; AlphaScreen JMJD2A-Tudor / H3K4me3 peptide binding; actives 4.4% (n = 390,000); Potency, µM (top dose mostly 114 µM), for inactives: at the highest dose activity change, negative = inhibition, hits mostly inhibitors; also: potency is read from the fitted curve at half-maximal effect; % is scaled to controls: 0 for no effect and ±100 for the full control effect; nearly all actives have a fitted effect of over 50% in size
# Target sequence (O75164 whole entry, looked up, the tested form may be a part): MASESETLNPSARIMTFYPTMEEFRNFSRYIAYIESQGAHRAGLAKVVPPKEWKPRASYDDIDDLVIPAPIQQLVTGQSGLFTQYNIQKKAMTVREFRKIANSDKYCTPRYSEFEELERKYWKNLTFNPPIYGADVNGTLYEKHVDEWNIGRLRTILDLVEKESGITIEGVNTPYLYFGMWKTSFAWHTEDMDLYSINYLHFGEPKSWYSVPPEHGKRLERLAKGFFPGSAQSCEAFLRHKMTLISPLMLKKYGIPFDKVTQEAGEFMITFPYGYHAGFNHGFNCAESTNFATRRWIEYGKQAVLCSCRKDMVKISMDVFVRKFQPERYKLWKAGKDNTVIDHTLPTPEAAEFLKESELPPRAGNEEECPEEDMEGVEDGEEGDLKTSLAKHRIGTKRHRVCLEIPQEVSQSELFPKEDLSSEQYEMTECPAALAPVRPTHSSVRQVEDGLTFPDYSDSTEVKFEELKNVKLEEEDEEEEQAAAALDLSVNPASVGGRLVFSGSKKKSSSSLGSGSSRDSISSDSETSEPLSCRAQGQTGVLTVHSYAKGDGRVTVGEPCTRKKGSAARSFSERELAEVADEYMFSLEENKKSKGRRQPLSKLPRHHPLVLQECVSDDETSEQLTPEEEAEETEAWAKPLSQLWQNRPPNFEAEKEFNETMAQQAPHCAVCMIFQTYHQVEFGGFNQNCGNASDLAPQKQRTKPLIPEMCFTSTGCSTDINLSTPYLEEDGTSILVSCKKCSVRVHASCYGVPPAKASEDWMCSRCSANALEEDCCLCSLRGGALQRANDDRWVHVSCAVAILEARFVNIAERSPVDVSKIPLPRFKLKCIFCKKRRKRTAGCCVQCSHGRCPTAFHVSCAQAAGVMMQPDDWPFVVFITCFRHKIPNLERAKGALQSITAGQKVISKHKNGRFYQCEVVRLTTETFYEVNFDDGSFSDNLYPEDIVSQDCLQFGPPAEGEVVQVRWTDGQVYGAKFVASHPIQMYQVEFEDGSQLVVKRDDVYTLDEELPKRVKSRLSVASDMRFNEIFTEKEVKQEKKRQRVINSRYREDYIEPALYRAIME
# BAZ2B block – BAZ2B (human) inhibition | Q9UIF8 | AlphaScreen BAZ2B-H3K14Ac peptide displacement | AID 504333 | actives 4.4% (n = 360,000) | Potency, µM (highest dose often 114 µM), for inactives: at the top dose activity change, negative = inhibition, actives largely listed as inhibitors; also: potency is read from the fitted curve at half-maximal effect; % is scaled to controls: 0 for no effect and ±100 for the full control effect; nearly all actives have a fitted effect of over 60% in size
#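 Protein-peptide AlphaScreen: BAZ2B 50 nM, b-H3K14Ac 50 nM, 1x PBS pH 7.4 + 0.01% Tween-20. Preincubation 30 min RT; cpd 30 min RT (top 110 uM); beads 20 min RT, light-protected.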
# * = called active by the depositor; i = inactive; ? = inconclusive; nt = not tested or not shown; [ ] = remark or other dose. Unless noted, calls follow the shape of the dose curve; as a rule, active = well fitted curve in the direction sought with a large enough effect; inconclusive = small, poorly fitted or top-dose-only effect, or another doubt; inactive = no such curve, though single readings can be large; an effect the other way counts as inactive or inconclusive. These rows are one share of the data; the hit share may differ from the screen's.
# A first look (two entries):
SMILES,G9a inh,PI4K2A inh,Pin1 inh,HP1b binding inh,Tb PGK inh,POLH inh,GLS inh,JMJD2A Tudor,BAZ2B block
COc1ccc(NS(=O)(=O)c2cccc(C(=O)N3CCN(Cc4cc(OC)ccc4OC)CC3)c2)cc1,?,0,-17%,14%,-6%,5%,18%,-29%,-38%
COc1ccc(C(=O)COC(=O)CCN=C2NS(=O)(=O)c3ccccc32)c(OC)c1,1%[59 µM],-1,3%,32%,1%,?,2%,3%,8%

# Main list, previewed entries included:
SMILES,G9a inh,PI4K2A inh,Pin1 inh,HP1b binding inh,Tb PGK inh,POLH inh,GLS inh,JMJD2A Tudor,BAZ2B block
COc1ccc(NS(=O)(=O)c2cccc(C(=O)N3CCN(Cc4cc(OC)ccc4OC)CC3)c2)cc1,?,0,-17%,14%,-6%,5%,18%,-29%,-38%
COc1ccc(C(=O)COC(=O)CCN=C2NS(=O)(=O)c3ccccc32)c(OC)c1,1%[59 µM],-1,3%,32%,1%,?,2%,3%,8%
Oc1cc(Br)ccc1C=Nc1ccc(N2CCCCC2)cc1,45µM*,-1,28%,61%[activator],5%,-13%,27%,-21%,?
CCOc1cc(C=O)ccc1OCC(=O)N1CCCC1,0%,2,1%,47%[activator],5%,-21%,1%,-11%,12%
Cc1noc(C)c1C(=O)N1CCN(S(=O)(=O)c2cccs2)CC1,nt,4,0%,38%,-5%,-17%,-11%,-5%,nt
CCN1C(=O)[C@H]2[C@@H](c3ccc(C)cc3)N3C(=O)N(c4ccc(C)cc4)C(=O)[C@@]3(C)[C@H]2C1=O,19%,6,-10%,33%,-7%,-8%,-9%,-9%,4%
Cc1ccc(S(=O)(=O)N2[C@@H](c3ccccc3F)C(C(=O)O)=CC[C@H]2c2cccc(C)c2)cc1,-2%[2.33 µM],1,-1%,45%[activator],-1%,-8%,42%[activator],-20%,-6%
Cc1ccc(S(=O)(=O)NCCC(=O)NNC(=O)c2ccccc2O)cc1C,-4%,-2,0%,36%,8%,-6%,26%,-11%,-6%
COCCCN1CN(S(=O)(=O)c2cccs2)c2nc3ccccc3nc21,13µM*,-3,-1%,24%,i,-19%,20%,-14%,-6%
CCCCc1nc(NCCN)c(C#N)c2c1CSC(C)(C)C2,16%[12.7 µM],2,0%,-6%,-1%,-19%,0%,?,-31%
Cc1ccnn1-c1ccc(C(=O)N2CCCN(S(=O)(=O)c3ccc(F)cc3)CC2)cc1,14%[12.7 µM],-3,1%,8%,i,-16%,2%,-9%,1%
Cc1ccc2nc(Cl)c3cc(C(=O)NCCCN4CCC(C)CC4)sc3c2c1,-12%[59 µM],-1,6%,45%[activator],8%,10%,0%,-6%,?
N#CC1=C(S)N(c2ccccc2)C(c2ccc(-c3cccc(Cl)c3)o2)NC1=O (stereo not given),?,-1,5%,-15%,nt,?,18%,?,?
COc1ccc(CCNC(=O)c2cc3c(-c4ccccc4F)nn(C)c3s2)c(OC)c1,2%[59 µM],-3,13%,40%[activator],-4%,-20%,4%,-17%,-1%
CN1CCN(CCOCCOc2c(Cl)cc(Cl)cc2Cl)CC1,nt,4,4%,2%,i,-19%,0%,-27%,nt
Cc1cc(S(=O)(=O)N2CCCOC2CNC(=O)C(=O)NCc2cccs2)ccc1F (stereo not given),23%,-2,-1%,15%,6%,-9%,3%,-10%,-16%
COc1cccc(-n2nnc3c(=O)n(CC(=O)Nc4ccc(C)cc4)cnc32)c1,-2%,2,-6%,15%,-8%,-19%,5%,-12%,-22%
CCOc1ccccc1NS(=O)(=O)c1ccc2c(c1)oc(=O)n2C,-23%[59 µM],-25,-3%,41%[activator],-3%,-15%,4%,3%,-14%
CCNc1c([N+](=O)[O-])ncn1C,2%[59 µM],-5,-3%,24%,-9%,-16%,4%,-5%,-16%
COc1ccc(NC(=O)CSc2nnc(C)n2Cc2ccccc2)cc1,24%[59 µM],10,-5%,9%,-2%,7%,0%,-6%,14%
COc1ccccc1C(=O)COC(=O)CCN=C1NS(=O)(=O)c2ccccc21,-6%[0.501 µM],3,0%,29%,4%,-17%,0%,-2%,-2%
O=C(Nc1nc(-c2ccccc2)c(C(=O)c2ccccc2)s1)c1ccc(S(=O)(=O)N2CCCC2)cc1,-8%,1,55%[activator],29%,-1%,-7%,-7%,-8%,-4%
COC(=O)[C@H](C(C)C)n1c(C)c(C(C)=O)c(C(C)=O)c1C,-27%,1,6%,60%[activator],0%,-24%,-10%,-5%[11.4 µM],-4%
O=C(O)/C(=C/c1ccco1)NC(=O)c1ccccc1,45µM*,6,-13%,-3%,-28%,11µM*,?,?,-30%
CC1(C)NC(=O)N(CCOCCOc2ccccc2)C1=O,1%[59 µM],-2,-14%,8%,5%,1%,4%,8%,-35%

# (cont.)
SMILES,G9a inh,PI4K2A inh,Pin1 inh,HP1b binding inh,Tb PGK inh,POLH inh,GLS inh,JMJD2A Tudor,BAZ2B block
CC[C@H]1C(=O)[C@@H](Cc2ccccc2)[C@@H]2CCN3C(=O)CCC[C@H]1[C@H]23,nt,1,?,37%,8%,-14%,-1%,-8%,nt
NC(=O)C1CCN(C(=O)c2cccc(NC(=O)c3nsc4ccccc34)c2)CC1,1%[59 µM],25,-12%,14%[57 µM],6%,-11%,13%,-12%,5%
C[C@@H]1CC=C[C@H]2[C@H]1C(=O)N(Cc1ccccc1)[C@H]2c1ccc(-c2ccc(F)cc2)cc1F,32%[59 µM],1,8%,33%,0%,?,0%,-25%,-1%
Cn1cc(C(CC(=O)O)C(=O)O)c2ccccc21 (stereo not given),16%[12.7 µM],-4,-13%,15%,-10%,-5%,11%,-32%,-27%
CCN1C(=O)[C@H]2[C@@H](c3ccc(C(F)(F)F)cc3)N[C@]3(CCCN(Cc4ccc(C(F)(F)F)cc4)C3=O)[C@H]2C1=O,nt,8,nt,nt,i,-2%,-6%,nt,nt
C[C@@H]1CN([C@@H](C)CO)C(=O)c2cc(NC(=O)c3ccccc3)ccc2O[C@@H](C)CCCCO[C@@H]1CN(C)S(=O)(=O)c1ccc(F)cc1,nt,5,nt,nt,7%,-10%,2%,nt,nt
Cc1cc2[nH]c(=O)c(=O)[nH]c2cc1S(=O)(=O)Nc1cccc(C)c1C,41%[59 µM],0,-3%,34%,7%,-7%,38%[activator],-7%,-10%
Nc1nnc(SCC(=O)OCC(=O)Nc2ccccc2)s1,nt,2,1%,30%,nt,-10%,-4%,-3%,7%
O=C(Nc1ccc(F)cc1F)c1sccc1SCc1cccc(C(F)(F)F)c1,41%,0,-3%,180%[activator],6%,-25%,3%,81%[activator],78%[activator]
CCOC(=O)c1c(C)c(C(=O)NCc2ccco2)c(C)n1C,?,-5,99%[activator],12%,nt,-1%,1%,-14%,-30%
CCOc1ccc(C(=O)O)cc1OC,24%,1,-3%,22%,3%,-13%,8%,3%,-3%
Cn1c(SCC(=O)NCc2cccs2)nnc1-c1ccc(O)cc1,7%,3,7%,-23%,i,-21%,37%[activator],?,-1%
CSc1nc(-c2ccccc2)nc(C(C)C)n1,9%[2.33 µM],2,1%,183%[activator],2%,-7%,4%,94%[activator],80%[activator]
CCOC(=O)NN1C(=O)c2ccccc2NC1c1ccccc1F (stereo not given),8%[59 µM],-3,-7%,22%,-1%,2%,15%,1%,0%
O=C1CCCc2c1cc(C(=O)NC1CCSC1=O)c(=O)n2-c1ccccc1 (stereo not given),?,-10,-2%,18%,1%,-9%,-1%,-5%,-4%
COc1cc(CNc2ccc3[nH]c(=O)[nH]c3c2)ccc1OCc1cccc(C)c1,-10%,6,2%,-5%,-3%,-17%,?,-14%,-18%
CC(=O)Nc1ccc2nc3ccccc3nc2c1,-6%[59 µM],-26,?,-9%,-8%,-6%,4%,?,-14%
Cc1cc[n+](CC(=O)c2ccc(NC(=O)c3ccccc3)cc2)c2ccccc12,40µM*,-6,9%,13%,i,-14%,0%,?,?
CCc1sc(C(=O)NCc2ccco2)cc1C,-10%,-23,-17%,-4%,11%,3%,0%,-24%,-27%
COC(=O)c1[nH]c2ccc(F)cc2c1NC(=O)CCN1CCN(Cc2ccc3c(c2)OCO3)CC1,-21%,0,0%,33%,-9%,-16%,20%,-19%,10%
Cn1nnnc1SC(C(=O)Nc1cccc(C(F)(F)F)c1)c1ccccc1 (stereo not given),?,-7,3%,33%,-5%,-19%,15%,-16%,5%
O=C(COc1ccccc1F)NC1CCN(Cc2ccccc2)CC1,-11%[59 µM],1,-6%,23%,12%,-17%,2%,-4%,-5%
Cc1ccc(F)c(NC(=O)c2cncn2-c2ccccc2)c1,-5%,0,3%,40%[activator],-3%,-14%,2%,3%,0%
O=C(NNS(=O)(=O)c1cccc(Cl)c1)c1cc(-c2ccc(F)cc2)nc2ccccc12,11%[59 µM],-5,4%,9%,-4%,?,?,-23%,?
COc1ccc(CNC(=O)c2csc3c2CCCC3)cc1,?,-7,-1%,13%,5%,3%,5%,4%,5%
CCOC(=O)c1cc2sc(C)cc2n1CC(=O)NCCc1ccccc1,-9%,-3,1%,29%,nt,1%,0%,-22%,?
CC(CCc1ccccc1)NC(=O)C1CC1 (stereo not given),nt,0,-5%,51%[activator],-1%,-7%,-3%,-16%,nt
COc1ccccc1CCC(=O)Nc1ccc(OC)c(S(=O)(=O)N2CCCCC2)c1,?,-1,1%,37%,4%,-10%,9%,-21%,4%
Cc1ccc(C)c(-c2cc(C(=O)N/N=C/c3cccnc3)c3ccccc3n2)c1,-9%,2,?,6%,-4%,-16%,5%,-35%,-32%
O=C1N(Cc2cccnc2)C[C@@H]2C[C@@H](c3ccccc3C#Cc3ccccc3)N3CCC[C@@]123,50µM*,-1,13%,32%,-4%,-11%,-5%,-26%,-20%
